# AMPAR-TARP mod: modulators of AMPA receptor GluA2-stargazin complexes; HEK293 GluA2+stargazin, membrane potential dye (FDSS), glutamate EC50; hits were called plate by plate, in both directions; 40,000 tested, 3.5% active; O88602+P19491; AID 1259245; calls only at 30 µM;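 active = any of four per-well response measures lying three or more SD from its plate-wide compound average, in either direction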
# Target sequence (O88602 whole entry, looked up): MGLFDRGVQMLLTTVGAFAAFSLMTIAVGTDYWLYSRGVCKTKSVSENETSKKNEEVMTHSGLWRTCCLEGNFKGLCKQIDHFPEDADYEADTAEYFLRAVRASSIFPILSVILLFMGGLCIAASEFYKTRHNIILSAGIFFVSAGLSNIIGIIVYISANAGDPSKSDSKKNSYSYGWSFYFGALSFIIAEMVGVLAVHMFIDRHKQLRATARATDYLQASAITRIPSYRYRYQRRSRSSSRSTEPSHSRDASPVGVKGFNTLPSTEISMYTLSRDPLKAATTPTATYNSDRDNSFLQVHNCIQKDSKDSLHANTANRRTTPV
# Target sequence (P19491 whole entry, looked up): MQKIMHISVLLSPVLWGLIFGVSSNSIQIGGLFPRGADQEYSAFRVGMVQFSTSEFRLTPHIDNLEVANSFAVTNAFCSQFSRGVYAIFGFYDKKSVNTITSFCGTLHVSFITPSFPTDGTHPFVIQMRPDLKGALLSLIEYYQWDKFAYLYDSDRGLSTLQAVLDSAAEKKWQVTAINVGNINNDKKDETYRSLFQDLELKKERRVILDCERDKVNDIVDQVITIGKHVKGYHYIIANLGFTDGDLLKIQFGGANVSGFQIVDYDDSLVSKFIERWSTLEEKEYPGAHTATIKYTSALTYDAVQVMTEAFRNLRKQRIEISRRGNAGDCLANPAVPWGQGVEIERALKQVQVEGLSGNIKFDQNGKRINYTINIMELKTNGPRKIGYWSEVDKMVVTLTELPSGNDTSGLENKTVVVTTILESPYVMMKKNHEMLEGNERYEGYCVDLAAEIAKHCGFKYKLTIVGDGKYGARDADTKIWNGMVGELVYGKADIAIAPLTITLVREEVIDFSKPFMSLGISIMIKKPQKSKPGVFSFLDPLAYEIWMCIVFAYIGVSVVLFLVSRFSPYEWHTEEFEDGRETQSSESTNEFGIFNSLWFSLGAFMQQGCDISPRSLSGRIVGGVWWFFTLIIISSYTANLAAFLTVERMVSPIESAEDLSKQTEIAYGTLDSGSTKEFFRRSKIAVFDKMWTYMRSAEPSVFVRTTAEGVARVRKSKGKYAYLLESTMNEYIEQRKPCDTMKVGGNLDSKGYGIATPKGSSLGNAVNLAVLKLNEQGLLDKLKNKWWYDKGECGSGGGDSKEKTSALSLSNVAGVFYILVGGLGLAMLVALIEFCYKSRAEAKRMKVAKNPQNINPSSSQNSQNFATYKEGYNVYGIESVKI
# AMPAR-TARP mod agonism max-min: recorded beside AMPAR-TARP mod, whose call it bears; compound max-min signal; compound-alone response (agonism);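 unitless range of fluorescence divided by baseline over first 100 seconds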
# AMPAR-TARP mod glutamate slope: further read-out of AMPAR-TARP mod, marked with its call; glutamate slope, % of max; measured here: glutamate response slope, % max;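 scaled per plate between vehicle wells and maximal 1 mM glutamate control wells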
# An asterisk follows results filed as active; i = inactive; + = active, no number; & = joins results of further samples. Not all compounds are listed; the hit share may differ from the screen's.
Compound,AMPAR-TARP mod,AMPAR-TARP mod agonism max-min,AMPAR-TARP mod glutamate slope
CCCOc1nn(CCC)cc1C(=O)Nc1nccs1,i,0.12,56.9
CCOc1ccc(NC(=O)CN2CCN(C3c4ccccc4-c4ccccc43)CC2)cc1,i,0.0753,39.0
CN(C)c1oc(-c2ccccc2F)nc1S(=O)(=O)c1ccccc1,i,0.0598,60.1
COc1ccc(S(=O)(=O)NCCOc2ccc3nnc(C)n3n2)cc1F,i,0.109,43.6
COC(=O)c1ccc(CN(c2ccc(C)cc2)S(=O)(=O)c2ccc3nnc(C)n3c2)o1,i,0.0809,38.4
CC(O)(CNC(=O)Nc1cccs1)c1ccc(-c2ccccc2)cc1 (configuration not stated),i,0.159,43.9
COC(=O)COc1ccc2c(c1)O/C(=C\c1cccs1)C2=O,+,0.225*,83.4*
CC1(C)N=C(SCC(=O)Nc2ccc(F)cc2)C(c2ccc(F)cc2)=N1,i,0.123,57.2
O=C(NCCCN1CCCC1=O)C(=O)Nc1cccc([N+](=O)[O-])c1,i,0.122,51.3
CCOc1ccc(-c2ccc(=O)n(CCNS(=O)(=O)c3ccc(F)c(Cl)c3)n2)cc1,i,0.0535,45.3
COc1ccc(OC)c(-c2ccc(=O)n(Cc3cccc([N+](=O)[O-])c3)n2)c1,+,0.0847*,124.9*
COCC(=O)N1CCCc2ccc(NC(=O)c3snnc3C)cc21,i,0.111,59.7
COc1ccc(Cl)cc1-n1nnc(C(=O)N2CCc3ccccc3C2)c1C,i,0.0969,61.4
COc1ccc(S(=O)(=O)N2CCCOC2CNC(=O)C(=O)NCC(C)C)cc1C (configuration not stated),i,0.0841,61.3
Cc1cc(OCCCC(=O)O)cc(C)c1Cl,i,0.0471,42.3
CCOc1ccc2c(c1)sc(=NC(=O)c1cc(C)no1)n2CC,i,0.112,28.6
Cc1ccc(NCC(CC(=O)O)c2nc3ccccc3[nH]2)cc1C (configuration not stated),i,0.0748,56.2
CC1CC(=O)Nc2c1c(NC(=O)C1(c3ccc(Cl)cc3)CCCC1)nn2C (configuration not stated),i,0.0838,61.2
CCOc1cccc2sc(N(CCN3CCOCC3)C(=O)c3ccc(C)c(C)c3)nc12,i,0.0717,50.7
COc1ccc(S(=O)(=O)N2CCC(C(=O)Nc3ccc4nc(C)sc4c3)CC2)cc1,i,0.0922,54.3
Cc1ccc(S(=O)(=O)N(C)c2c(C)ccc(S(=O)(=O)NCc3cccnc3)c2C)cc1,i,0.0845,69.9
O=C(NNC(=O)c1ccc(=O)n(Cc2ccccc2)c1)c1ccccc1,i,0.0526,40.4
Cc1cc(C(=O)N2CCN(c3nc4c(S(C)(=O)=O)cccc4s3)CC2)on1,i,0.0575,27.8
CCOc1ccccc1-n1c(C)c(C)n2c3c(=O)n(CC)c(=O)n(C)c3nc12,i,0.0531,39.7
COC(=O)N1CCC(CNC(=O)c2cccc(C#N)c2)CC1,i,0.0891,65.5
COc1ccc(C)cc1NC(=O)CSc1ncc(S(=O)(=O)c2ccc(C)c(Cl)c2)c(=O)[nH]1,i,0.113,75.2
COc1ccc(N2CCCn3c2nc2c3c(=O)n(Cc3ccccc3)c(=O)n2C)c(OC)c1,i,0.0575,46.6
O=C(Cn1c(=O)[nH]c2ccccc2c1=O)NCCn1nc(-c2ccco2)ccc1=O,i,0.107,58.1
O=C(CCCS(=O)(=O)c1ccccc1)Nc1nnc(-c2ccc(Br)s2)o1,i,0.0986,31.6
CCCNC(=O)CSc1ccnc2c1c(=O)n(C)c(=O)n2C,i,0.112,46.7
COc1cccc(C(=O)Nc2c3c(nn2CC(=O)NCC2CCCO2)CSC3)c1OC (configuration not stated),i,0.0976,66.9
COc1ccccc1OCCn1c(=O)oc2ccccc21,i,0.0599,73.7
CC(=O)c1ccc(NC(=O)c2ccccc2NS(=O)(=O)c2ccc(C)cc2)cc1,i,0.095,58.9
COc1ccc(C)cc1-n1c(C)cn2c3c(=O)n(CCN4CCOCC4)c(=O)n(C)c3nc12,i,0.11,66.8
CCN1CCc2c(sc(NC(=O)c3ccc(Cl)cc3)c2-c2nc3ccccc3s2)C1,i,0.139,53.9
COc1ccc(-n2nnc(-c3nc(-c4ccc(F)cc4)no3)c2N)cc1OC,i,0.0836,53.6
Cc1nn(C(C)(C)C)c(OC(=O)c2ccc3ccccc3c2)c1S(=O)(=O)c1ccccc1,i,0.042,48.4
Cn1nc(C2CCN(C(=O)Nc3cccc(C(F)(F)F)c3)CC2)n(-c2ccccc2)c1=O,i,0.123,46.5
COc1cccc(N2C(=O)C(Cc3cc(Cl)ccc3Cl)S/C2=C(/C#N)C(N)=O)c1 (configuration not stated),i,0.0669,58.0
O=C(Nc1nc(CCC(=O)N2CCc3ccccc32)cs1)c1ccco1,i,0.0821,63.9
Cc1cc(C)n(CCC(=O)O)c(=O)n1,i,0.105,52.1
CCOCC(=O)NCCNC(=O)c1ccc(NC(C)=O)cc1,i,0.0747,31.8
CCOC(=O)N1CCN(C(=O)c2ccc3c(=O)n(CCOC)c(=S)[nH]c3c2)CC1,i,0.128,57.8
Cc1nc2ccc(Cl)cn2c(=O)c1NC(=O)NCc1ccccc1,i,0.116,53.0
Cc1c(C(=O)Nc2ccc(S(N)(=O)=O)cc2)nnn1-c1ccccc1,i,0.0218,36.9
CC(C)(CO)NC(=O)Cc1ccc(NC(=O)C2(c3ccc(F)cc3)CC2)cc1,i,0.131,87.1
COC(=O)C1=C(CS(=O)(=O)c2ccc(OC)c(OC)c2)NC(=O)NC1c1ccc(O)c(OC)c1 (configuration not stated),i,0.072,85.1
Cc1cc(NC(=O)C(=O)NCCC(C)C)ccc1N1CCCC1=O,i,0.0945,54.4
COc1cc(C(=O)Nc2ccc3c(c2)CCCN3C(=O)c2ccccc2)cc(OC)c1OC,i,0.115,56.6
Cc1ccc(C)c(S(=O)(=O)N2CCCN(CCn3cccn3)CC2)c1,i,0.0673,83.3
COC(=O)C1CCN(C(=O)Cc2cc(-c3ccc(OC)c(OC)c3)on2)CC1,i,0.0463,31.4
COC(=O)CN1CCN(c2nc3c(c(=O)[nH]c(=O)n3C)n2Cc2ccccc2)CC1,i,0.0644,3.1
COc1cccc(CNC(=O)C(=O)Nc2ccc3c(c2)N(S(C)(=O)=O)CCC3)c1,i,0.0567,44.6
Cc1ccc(C(=O)NC(=S)N2CCNC(=O)C2CC(=O)OCC2CCCO2)cc1Br (configuration not stated),i,0.0968,56.1
Cc1cc(C)cc(NC(=O)Cn2nc(S(=O)(=O)c3ccccc3)ccc2=O)c1,i,0.119,51.4
CC1(C)N=C(c2ccccc2)C(=S)N1C(=O)c1ccc(Cl)c([N+](=O)[O-])c1,i,0.12,65.2
COc1ccc(C(=O)Nc2ccc3nc[nH]c3c2)cc1OC,i,0.0991&0.0642,53.4&97.3
O=C(CN1CCN(c2ccc(Cl)cc2)C1=O)N1CCN(Cc2ccncc2)CC1,i,0.106,70.6
Cc1ccc(N2CCn3c2nc2c3c(=O)n(CC(=O)O)c(=O)n2C)cc1,i,0.0546,31.2
COC(=O)c1ccc(NC(=O)C(=O)NCC2CCN(C(=O)c3ccccc3F)CC2)cc1,i,0.111,63.8

# Not a retest: an excerpt of the list.
Compound,AMPAR-TARP mod,AMPAR-TARP mod agonism max-min,AMPAR-TARP mod glutamate slope
CCOCC(=O)NCCNC(=O)c1ccc(NC(C)=O)cc1,i,0.0747,31.8
CCOC(=O)N1CCN(C(=O)c2ccc3c(=O)n(CCOC)c(=S)[nH]c3c2)CC1,i,0.128,57.8

# The results go on:
Compound,AMPAR-TARP mod,AMPAR-TARP mod agonism max-min,AMPAR-TARP mod glutamate slope
O=C(Nc1ccc(N2CCCC2=O)cc1)c1cccc(Br)c1,i,0.107,60.0
CCn1nccc1C(=O)Nc1ccc(-c2nc3ccc(C)cc3s2)cc1,i,0.0955,63.9
Cc1nc2ccccc2c(=O)n1-c1cccc(NC(=O)CC(C)C)c1,i,0.0627,6.2
CC(C)(C)N1CC(c2nc3ccccc3n2CCOc2ccccc2)CC1=O (configuration not stated),i,0.0808,72.5
Cc1cc(C)cc(NC(=O)C(=O)NCC(c2ccco2)N(C)C)c1 (configuration not stated),i,0.0446,87.6
COCCn1c(=O)c2c(nc3n(C4CCCC4)c(C)c(C)n23)n(C)c1=O,i,0.0721,48.9
Cc1ccc(CNC(=O)Cn2nc(S(=O)(=O)c3ccc(C)cc3)ccc2=O)cc1,i,0.104,60.4
Cc1nnc2ccc(N3CCN(C(=O)Nc4cc(Cl)ccc4Cl)CC3)nn12,i,0.0706,28.7
CCCCOc1ccc(C(=O)Nc2ccc(N3CCCCS3(=O)=O)cc2)cc1,i,0.115,70.3
Cc1ccc(-n2c3c(cc(C(=O)Nc4ccc5c(c4)OCCO5)c2=O)C(=O)CCC3)cc1,i,0.0508,47.6
CC(C)OC(=O)Cn1nc2ccc(S(=O)(=O)N3CCCC3)cn2c1=O,i,0.0781,42.6
O=C(CCCS(=O)(=O)c1ccccc1)N1CCN(c2nc3ccc([N+](=O)[O-])cc3s2)CC1,i,0.182,50.4
COc1ccc(C(=O)Nc2ccc3c(c2)CCCN3C(C)=O)cc1,i,0.0856,62.4
CN(C)C(CNC(=O)c1ccc2ccccc2c1)c1ccc(F)cc1 (configuration not stated),i,0.103,59.6
Cc1ccc(S(=O)(=O)N(C)c2ccsc2C(=O)Nc2cccc(C(C)C)c2)cc1,i,0.0843&0.035,48.8&121.0
O=C(NCC1CCN(c2ccccn2)CC1)C(=O)Nc1ccc(OC(F)(F)F)cc1,i,0.0959,62.3
COc1ccc(Nc2nc(N3CCNCC3)nc3ccccc23)c(OC)c1,+,0.194*,49.4*
O=C(/C=C/c1ccccc1)NCCN1CCn2cc(OCc3ccccc3)c(=O)cc2C1=O,i,0.0634,63.7
CSc1ccc(CC(=O)Nc2ccc3nc(C)sc3c2)cc1,i,0.123,51.7
O=C1Nc2c(c(=O)[nH]c(=O)n2Cc2ccccc2)C(c2ccccc2)N1 (configuration not stated),i,0.0797,57.6
CC(C)c1nnc(C2CCN(S(=O)(=O)c3ccc(Br)s3)CC2)o1,i,0.0662,61.2
Cc1ccc2cc(CNc3ccccc3)c(=O)n(CC(=O)Nc3ccccc3C)c2c1,i,0.0993,44.3
CC1Cc2c(NC(=O)Cc3noc4ccccc34)nn(C)c2NC1=O (configuration not stated),i,0.13,50.1
Cc1ccc(N2C(=O)N(Cc3cccc([N+](=O)[O-])c3)c3ccccc3S2(=O)=O)cc1,i,0.0618,67.6
Cc1ccc(Nc2ccc(NC(=O)c3ccccc3Cl)cc2)nn1,i,0.135,55.7
COCCN1COc2ccc3c(=O)c(-c4ccc(OC)c(OC)c4)coc3c2C1,i,0.108,47.3
Cc1cccc(NC(=O)CC(NCCNCc2ccccc2)C(=O)O)c1 (configuration not stated),i,0.0759,72.4

# By substructure: those above with two or more sulfur atoms
Compound,AMPAR-TARP mod,AMPAR-TARP mod agonism max-min,AMPAR-TARP mod glutamate slope
COc1ccc(S(=O)(=O)N2CCC(C(=O)Nc3ccc4nc(C)sc4c3)CC2)cc1,i,0.0922,54.3
Cc1ccc(S(=O)(=O)N(C)c2c(C)ccc(S(=O)(=O)NCc3cccnc3)c2C)cc1,i,0.0845,69.9
Cc1cc(C(=O)N2CCN(c3nc4c(S(C)(=O)=O)cccc4s3)CC2)on1,i,0.0575,27.8
COc1ccc(C)cc1NC(=O)CSc1ncc(S(=O)(=O)c2ccc(C)c(Cl)c2)c(=O)[nH]1,i,0.113,75.2
O=C(CCCS(=O)(=O)c1ccccc1)Nc1nnc(-c2ccc(Br)s2)o1,i,0.0986,31.6
CCN1CCc2c(sc(NC(=O)c3ccc(Cl)cc3)c2-c2nc3ccccc3s2)C1,i,0.139,53.9
O=C(CCCS(=O)(=O)c1ccccc1)N1CCN(c2nc3ccc([N+](=O)[O-])cc3s2)CC1,i,0.182,50.4
Cc1ccc(S(=O)(=O)N(C)c2ccsc2C(=O)Nc2cccc(C(C)C)c2)cc1,i,0.0843&0.035,48.8&121.0
CSc1ccc(CC(=O)Nc2ccc3nc(C)sc3c2)cc1,i,0.123,51.7
CC(C)c1nnc(C2CCN(S(=O)(=O)c3ccc(Br)s3)CC2)o1,i,0.0662,61.2

# High-throughput results: PubChem BioAssay, Vanderbilt High Throughput Screening Facility
